OXTR agonist – activates the human oxytocin receptor; P30559; CHO-OTR cells, Fluo-8 calcium fluorescence; normalized: DMSO 0%, oxytocin 100%; activation, % at 3 µM; 0.32% of 320,000 active; AID 2435;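 active means activation above the mean of all tested compounds plus 3 SD, cutoff set per screening run, cut at about 20% in these data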;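 further: peak over basal fluorescence ratio from a 100 s FLIPR kinetic read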
Target sequence (P30559 whole entry, looked up): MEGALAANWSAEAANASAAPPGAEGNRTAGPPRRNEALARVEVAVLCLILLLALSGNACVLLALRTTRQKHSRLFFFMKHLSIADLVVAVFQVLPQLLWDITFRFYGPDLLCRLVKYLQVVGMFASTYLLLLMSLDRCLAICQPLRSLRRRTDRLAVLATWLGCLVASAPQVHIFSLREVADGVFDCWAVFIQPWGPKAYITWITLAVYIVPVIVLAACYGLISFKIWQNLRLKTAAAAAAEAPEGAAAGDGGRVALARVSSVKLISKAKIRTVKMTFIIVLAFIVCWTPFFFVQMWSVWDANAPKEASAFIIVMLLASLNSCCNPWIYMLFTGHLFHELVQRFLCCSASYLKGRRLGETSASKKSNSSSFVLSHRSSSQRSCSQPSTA
M1 antag – antagonists of human M1 muscarinic receptor; 1.3% of 360,000 active; inhibition, % at 3 µM; CHO-K1 hM1, Fluo-8 calcium fluorescence, ACh EC80 antagonist; P11229;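 active means percent inhibition above its own plate's cutoff, namely the mean of that plate's compound wells plus 3 SD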;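 further: peak over basal fluorescence ratio during 140 s after agonist addition; 0% = ACh EC80 plus DMSO and 100% = DMSO alone without agonist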
OXTR potentiate – potentiates the human oxytocin receptor response | activation, % at 3 µM | CHO-OTR cells, Fluo-8 calcium fluorescence, potentiator mode; 0% = oxytocin EC15, 100% = EC100 | 0.061% of 320,000 active | P30559 | AID 2445;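 active means activation above that plate's cutoff, the mean activation of tested compounds plus 3 SD, cut at about 6.6% in these data, passing the limit was not always enough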;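 further: 100% uses oxytocin at 75 nM as the full agonist control; some results filed as inactive read as strong as hits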
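Dosing: Single dose, 3.0 µM nominal final compound concentration | Material: Human OTR in CHO cells | Technique: Kinetic Fluo-8 calcium fluorescence | Benchmarks: EC15 oxytocin alone as 0%, 75 nM oxytocin as 100% | Probe or stimulus: Oxytocin at about EC15, sub-maximal agonist stimulus | Incubation: Compound 6 min at room temperature before oxytocin, 100 s read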
M1 ag – agonists of human M1 muscarinic receptor; P11229; CHO-K1 hM1, Fluo-8 calcium fluorescence, agonist mode; 0% DMSO, 100% acetylcholine EC100; activation, % at 3 µM; 0.33% of 360,000 active; AID 588814;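 active means activation above the run's mean compound activation plus 3 SD, cut at about 16% in these data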;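 further: peak over basal fluorescence ratio within a 140 s kinetic read after compound addition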
CHO parental Ca – counter-screen for OX1R antagonists: effect in parental CHO cells; parental CHO-K1, ATP-induced calcium, Fluo-8 fluorescence; inhibition, % at 5.6 µM; 0.63% of 330,000 active;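 active means inhibition above that plate's mean sample inhibition plus 3 SD, cut at about 26% in these data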;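 further: 0% = ATP-challenged DMSO wells and 100% = DMSO wells without ATP; some compounds past the cut are filed as inactive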
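Assay system: parental CHO cells; Read-out basis: percent inhibition of ATP-evoked calcium rise, normalized to controls; Benchmarks: ATP and no-ATP DMSO wells; Compound dosing: single nominal dose of 5.6 µM per compound; Signal: Fluo-8 calcium dye fluorescence; Also added: ATP as calcium-mobilizing challenge; Repeats: singlicate.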
CHRM1 PAM – potentiates human M1 receptor response to acetylcholine | P11229 | 0.088% of 360,000 active | activation, % at 3 µM | CHO-K1 hM1, Fluo-8 calcium fluorescence, ACh EC20; 0% = ACh EC20, 100% = maximal ACh; in the data active means activation above about 19%, passing the limit was not always enough
V1aR counter – activates human V1a receptor in oxytocin agonist counter-screen; P37288; CHO-V1R cells, Fluo-8 calcium fluorescence, agonist mode; 0% DMSO, 100% 3 nM vasopressin; activation, % at 3 µM; 0.25% of 320,000 active; AID 2797;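 active means activation above the mean activation of all tested compounds plus 3 SD, per screening run, cut at about 20% in these data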;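 further: signal is peak over basal fluorescence ratio across a 100 second FLIPR read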
TAAR1 antagonist – antagonists of human TAAR1; CHO RD-HGA16 TAAR1, Fluo-8 calcium fluorescence, antagonist; inhibition, % at 3 µM; 1.5% of 360,000 active; AID 624466;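 active means inhibition above a per-plate cutoff, the mean inhibition of test compounds on that plate plus 3 SD, cut at about 49% in these data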;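 further: 0% = DMSO plus EC80 beta-PEA response and 100% = DMSO alone without agonist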
Target sequence (Q96RJ0 whole entry, looked up): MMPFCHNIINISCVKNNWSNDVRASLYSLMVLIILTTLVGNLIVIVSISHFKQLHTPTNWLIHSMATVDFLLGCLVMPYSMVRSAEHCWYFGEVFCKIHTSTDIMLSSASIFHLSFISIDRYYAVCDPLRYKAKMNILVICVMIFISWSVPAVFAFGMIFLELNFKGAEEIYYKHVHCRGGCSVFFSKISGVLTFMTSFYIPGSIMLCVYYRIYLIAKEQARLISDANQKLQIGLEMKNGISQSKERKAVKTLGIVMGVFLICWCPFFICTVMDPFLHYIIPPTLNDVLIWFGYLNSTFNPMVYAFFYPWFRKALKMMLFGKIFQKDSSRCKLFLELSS
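Material: RD-HGA16 CHO cells with stable hTAAR1 and Gα16; Dosing: single nominal final test compound concentration of 3 µM; Schedule: seeding 17-24 h prior, 75-min 37 °C, 30-min RT dye loading; Detection: kinetic Fluo-8 calcium fluorescence measurement; Measure: % inhibition from peak post-agonist over basal fluorescence ratio; Benchmarks: vehicle and agonist controls.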
TAAR1 agonist – agonists of human TAAR1. Q96RJ0. CHO RD-HGA16 TAAR1, Fluo-8 calcium fluorescence; vehicle wells 0%, saturating PEA agonist 100%. activation, % at 3 µM. 0.99% of 360,000 active. AID 624467;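 active means activation above the mean activation of all test compounds in the run plus 3 SD, cut at about 38% in these data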
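Test system: RD-HGA16 (CHO) cells co-expressing Gα16 and hTAAR1 | Doses: Single dose, 3 µM | Schedule: 17-24 h seeding, 75 min 37 °C dye, 30 min RT | Evaluation: % activation from peak over basal fluorescence ratio, DMSO-to-PEA scaled | Technique: Kinetic Fluo-8 calcium fluorescence | Benchmarks: Low control DMSO, high control PEA (EC100)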
An asterisk follows results filed as active; . = not tested or not shown.

SMILES	OXTR agonist	M1 antag	OXTR potentiate	M1 ag	CHO parental Ca	CHRM1 PAM	V1aR counter	TAAR1 antagonist	TAAR1 agonist
O=C1NCCCC1C(=O)N/N=C/c1ccc(Cl)cc1 (configuration not stated)	-1.1	-11.3	3.1	-1.6	-2.8	5.8	0.5	-27.5	8.2
COc1ccc(NS(=O)(=O)c2ccc(OC)c(NC(=O)CCC3CCCCC3)c2)cc1	-1.6	-6.7	-5.6	-6.0	-22.9	11.1	-0.4	-2.8	2.7
COC(=O)c1ccc(NC(=S)NCCCN2CCCC2=O)cc1	0.3	-17.7	1.6	-0.6	-6.1	7.6	-0.1	-7.4	-2.3
CC(=O)Nc1ccc(C2=NOC(C)(C)C(=O)N2Cc2cccc(C#N)c2)cc1	.	-5.9	.	-2.6	.	4.5	.	-12.2	3.2
Cc1ccccc1OCC(=O)N1N=C(c2cccnc2)CC1(O)C(F)(F)F (configuration not stated)	3.8	0.8	-3.5	-1.9	-20.2	5.6	4.0	-1.1	7.6
CCOC(=O)c1ccc(NC(=O)CSc2nc(C)nc3c2c(=O)n(C)c(=O)n3C)cc1	0.6	6.4	-0.3	0.9	-4.0	0.5	1.2	0.7	0.3
CC(=O)c1cccc(OCc2cc(C(=O)N(C)CCc3cnn(C)c3)no2)c1	.	-22.3	.	1.2	.	20.7	.	5.5	1.6
N/C(=N\N=C\c1ccco1)SC1CC(=O)N(c2ccc(C(=O)O)cc2)C1=O (configuration not stated)	0.5	-7.4	-12.6	-5.3	8.8	10.1	0.1	-24.1	7.5
Cn1c(-c2cccc(OCc3ccccc3)c2)nc2c1c(=O)[nH]c(=O)n2Cc1ccccc1	1.1	-11.7	7.3	-2.1	-22.6	8.1	1.1	9.0	19.4
O=C(NC1CCCC1)c1ccc2c(c1)N(Cc1ccccc1)CCS2	-2.4	2.3	-6.6	-4.6	-23.1	-1.2	9.8	13.0	-0.2
CCOC(=O)N1CCN(C(=O)CSc2nnc(-c3c[nH]c4ccccc34)n2CCOC)CC1	-1.3	-3.0	-4.8	-3.5	-19.0	6.0	-0.6	0.1	6.6
O=C(CSc1nnnn1C1CCCC1)N1CCCCC1	.	-16.3	.	-4.2	.	11.6	.	-8.0	0.1
COCCN(C(=O)c1ccc(N2CCCC2=O)cc1)c1c(N)n(CC(C)C)c(=O)[nH]c1=O	-0.7	-3.5	-0.7	-3.4	-7.0	9.1	0.0	6.1	2.0
Clc1ccc(-c2nnc(-c3ccc(Br)o3)o2)c(Cl)c1	-1.1	14.3	3.8	-1.1	-8.4	-6.4	-0.5	0.8	2.0
COc1ccccc1CCNC(=O)c1ccc2nc[nH]c2c1	0.7	-13.1	-5.1	-0.4	-6.8	8.0	0.3	-6.1	1.6

The list goes on (three carried over from the part before).
SMILES	OXTR agonist	M1 antag	OXTR potentiate	M1 ag	CHO parental Ca	CHRM1 PAM	V1aR counter	TAAR1 antagonist	TAAR1 agonist
COCCN(C(=O)c1ccc(N2CCCC2=O)cc1)c1c(N)n(CC(C)C)c(=O)[nH]c1=O	-0.7	-3.5	-0.7	-3.4	-7.0	9.1	0.0	6.1	2.0
Clc1ccc(-c2nnc(-c3ccc(Br)o3)o2)c(Cl)c1	-1.1	14.3	3.8	-1.1	-8.4	-6.4	-0.5	0.8	2.0
COc1ccccc1CCNC(=O)c1ccc2nc[nH]c2c1	0.7	-13.1	-5.1	-0.4	-6.8	8.0	0.3	-6.1	1.6
Cc1cccc(CS(=O)(=O)Cc2ccc(C(=O)NC3CCCC3)o2)c1	1.2	3.5	-0.7	-1.4	-14.5	-0.8	1.7	-7.0	0.7
COc1cccc(C(C(=O)NCC2CCCO2)N(C(=O)Cn2nnc3ccccc32)c2ccc(NC(C)=O)cc2)c1OC (configuration not stated)	0.4	-11.2	-6.9	-3.5	2.9	10.8	-0.2	7.0	1.5
CCOCCn1cnc2sc(C(=O)NCCCN3CCOCC3)c(C)c2c1=O	0.0	-3.1	-8.2	-3.3	-15.3	2.3	0.4	-13.1	0.2
NC(=O)C1CCCN(Cc2ccc(Cl)cc2)C1 (configuration not stated)	-0.2	2.3	0.5	-10.8	-4.8	0.0	0.7	-5.1	0.0
N#Cc1c(N)sc2c1CCN(C(=O)OCc1ccccc1)C2	0.6	-6.6	-11.2	-3.2	0.2	6.9	0.2	6.4	-0.1
CC(C)(C)OC(=O)NCC(=O)Oc1cc2oc(=O)cc(-c3ccccc3)c2cc1Cl	2.1	-8.3	-3.8	-2.2	-10.8	6.3	3.8	1.2	16.0
CC1(CCC(=O)N2CCCC(Nc3ccc(F)cc3)C2)CC1 (configuration not stated)	-0.6	4.1	-3.2	-6.7	-9.5	-9.8	0.4	-12.8	-1.6
C/C(CC(=O)Nc1ccc(N(C)C)cc1)=N\NC(=O)c1ccc(Cl)cc1Cl	-1.6	-11.3	-20.4	-5.2	-7.9	2.6	-0.6	-7.8	0.3
CCC(C)n1c(SCC(=O)/C(C#N)=C(\C)N)nc2ccccc2c1=O (configuration not stated)	-1.9	-3.4	2.8	-4.2	-28.9	13.2	0.5	-9.9	2.6
C[C@@H]1CN([C@H](C)CO)C(=O)CCCn2cc(nn2)CO[C@H]1CN(C)C(=O)Nc1ccc2c(c1)OCO2	.	-7.7	.	-9.7	.	-0.9	.	-13.1	2.3
Cc1ccc(S(=O)(=O)N2C(=O)C(c3ccccc3)SC2=Nc2ccccc2)cc1 (configuration not stated)	-1.1	-13.9	-15.1	-4.1	-6.8	1.9	-0.4	2.0	0.3
NC(=S)NNc1cccc(Cl)c1	0.2	-13.8	-5.4	2.2	-0.3	7.8	0.5	-7.7	12.3
COc1ccc(N2CCN(Cc3nc4ccsc4c(=O)[nH]3)CC2)cc1	0.2	-8.6	-1.0	-4.5	-1.0	6.8	-0.1	10.7	14.4
COCCn1c(N)c(N(Cc2ccccc2)C(=O)CSCC(=O)Nc2ccc(OC)cc2)c(=O)[nH]c1=O	-0.3	-14.2	0.8	-2.4	-7.3	11.3	-0.8	-16.9	0.5
COc1ccc(C(=O)/C=C/NCc2ccc(C)cc2)cc1	0.6	-23.1	-2.0	-2.1	-7.6	6.0	0.5	8.8	4.0
CCn1c(SCC(=O)Nc2ccccc2-c2ccccc2)nnc1-c1ccoc1C	0.5	4.9	-11.5	-4.8	-30.4	-4.8	2.0	0.1	7.0
Cc1ccc(/C=N/NC(=S)NC2CCCCC2)o1	-2.6	-22.1	-7.8	-3.1	-4.9	5.2	-1.3	-16.7	-2.9
Cn1c(=O)c2c(nc(SCC(=O)Nc3ccccc3N3CCCCC3)n2C)n(C)c1=O	-0.2	-8.4	-7.1	4.1	-14.8	0.9	-0.1	20.5	9.3
COc1ccc(CCNC(=O)COc2ncnc3ccccc23)cc1OC	0.7	-5.1	-3.7	-4.1	7.3	4.0	0.0	-19.5	3.9
C=CCN1C(=O)/C(=C\C=C2\N(C)c3ccccc3C2(C)C)SC1=S	6.2	2.0	-0.8	-3.9	6.0	3.3	8.8	33.8	19.2
CCCC1(CCC)NC(=O)N(CC(=O)Nc2ccccc2OC)C1=O	2.4	18.3	-8.5	-1.5	-14.8	-6.4	1.7	-3.0	14.0
O=c1c(OC2OC(CO)C(O)C(O)C2O)c(-c2ccc(O)c(O)c2)oc2cc(O)cc(O)c12 (configuration not stated)	1.2	-1.1	-6.5	-1.6	7.6	-2.7	0.2	-6.9	8.3
CS(=O)(=O)c1ccccc1-c1nc(-c2ccc([N+](=O)[O-])cc2)no1	-0.4	-0.9	-5.7	1.5	3.9	10.6	0.2	6.7	-1.0
Cc1ccc(C(=O)NNC(=S)NC(=O)COc2ccccc2)cc1	-0.3	11.1	-10.5	-0.5	1.0	-8.5	0.4	74.0*	142.0*
CCC1=Nc2cc(C(=O)NCCCOC(C)C)ccc2Sc2ccccc21	-2.4	-5.0	-3.4	-3.4	-20.5	4.4	2.4	-17.4	19.6
O=C(C1CCCCC1)N1C[C@H](O)[C@@H](n2cc(-c3ccc(F)cc3)nn2)C[C@@H]1c1ccccc1	.	3.8	.	-3.7	.	-3.2	.	-1.7	0.3
O=C(NCCN1CCOCC1)c1noc2c1CCc1ccccc1-2	0.4	-9.2	0.5	-4.7	-12.0	2.2	-0.3	-6.8	8.3
COc1ccc(O)c(C2(O)C(=O)c3ccccc3C2=O)c1	1.5	2.8	-4.2	-2.5	-12.0	4.0	-0.1	-10.1	-0.3
Cn1c(-c2ccccc2)n[nH]c1=S	0.5	-9.5	2.0	-0.8	-14.5	7.3	0.5	-5.7	0.7
CCCc1cc(=O)oc2cc(C)cc(OCC(=O)N[C@@H](CSCc3ccccc3)C(=O)O)c12	0.9	-6.8	0.5	-6.0	-17.6	5.5	1.4	-4.2	0.9
O=C1CSC(c2ccc(F)cc2)N1c1nc2ccccc2s1 (configuration not stated)	-1.9	-3.5	3.1	-8.0	-20.8	1.3	-0.5	6.7	0.4
COc1cc(C)c(C(=O)CSc2nnc(CNC(=O)c3ccco3)n2C)cc1C	-0.5	0.1	0.8	-4.7	1.6	6.6	0.1	-14.2	5.4
COC(=O)c1cnc(Nc2cccc(C(F)(F)F)c2)c([N+](=O)[O-])c1	-2.5	0.2	-7.3	2.1	-12.9	10.5	-2.0	-33.8	0.8
C[C@@]12C(=O)Nc3cc(F)c(F)cc3C(=O)N1[C@H]1c3cc(Cl)ccc3OC[C@@H]1[C@@H]2c1ccccc1	1.2	-13.8	-5.8	-1.8	-23.7	9.8	1.7	.	.
C[C@@]12C(=O)N(c3cccc(F)c3)C(=O)N1[C@H](c1ccc(Cl)cc1)[C@@H]1C(=O)N(C3CCCCC3)C(=O)[C@@H]12	0.3	-3.2	3.5	-5.5	-34.4	7.9	-0.1	1.4	2.2
Cc1ccc(-c2csc(NC(=O)c3c(C)noc3C)n2)s1	-1.2	-3.6	-1.9	-4.8	2.4	-10.9	1.6	.	.
O=C(CCN1C(=O)S/C(=C\c2ccccc2)C1=O)Nc1ccc(S(=O)(=O)Nc2nccs2)cc1	-1.2	2.6	-20.1	-5.1	2.6	4.4	0.9	-20.4	0.3
O=C(N/N=C/c1c(O)ccc2ccccc12)c1ccc(CO)nc1	4.9	-12.6	-9.1	0.5	-4.0	2.5	2.5	-0.9	13.9
CCC1CC(C(=O)O)CC(=O)N1 (configuration not stated)	.	-3.6	.	0.6	.	7.4	.	-6.8	3.6
